D1 ag – human D1 receptor agonism; 1% of 360,000 active; activation, % at 2 µM; HEK293 T-REx D1 cells, calcium flux, agonist mode; P21728; in the data active = activation above about 30%; also: 0% is about no effect
Target sequence (P21728 whole entry, looked up): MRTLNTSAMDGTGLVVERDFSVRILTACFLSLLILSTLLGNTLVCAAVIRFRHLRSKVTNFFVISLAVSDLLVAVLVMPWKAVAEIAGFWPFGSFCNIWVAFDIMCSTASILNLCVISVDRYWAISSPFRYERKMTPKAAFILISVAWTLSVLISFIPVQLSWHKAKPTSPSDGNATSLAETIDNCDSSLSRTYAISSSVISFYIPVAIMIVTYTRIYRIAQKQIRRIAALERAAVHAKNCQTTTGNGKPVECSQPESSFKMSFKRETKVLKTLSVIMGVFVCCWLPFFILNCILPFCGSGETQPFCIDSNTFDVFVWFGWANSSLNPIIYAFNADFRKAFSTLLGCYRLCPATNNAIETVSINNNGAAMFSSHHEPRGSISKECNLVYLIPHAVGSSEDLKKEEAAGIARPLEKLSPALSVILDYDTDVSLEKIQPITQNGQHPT
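Inducible HEK293 T-REx D1 cells, force-coupled to calcium signalling, were plated at 4000 cells/well with tetracycline and held overnight at 30 C. After no-wash calcium dye loading, compound-evoked calcium rise over 180 s flagged agonists.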
D1 antagonist – blocks dopamine activation of the human D1 receptor | P21728 | HEK293 TREx D1 cells, calcium flux, dopamine EC80; hits give low values | activity change, negative = inhibition, % at 10 µM | 3.2% of 360,000 active | AID 504652; in the data active = activity change below about -30%; also: % is scaled to controls: 0 for no effect and ±100 for the full control effect
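After overnight tetracycline induction at 30 C, force-coupled D1 HEK293 cells took up a no-wash calcium dye at room temperature. Compounds were added and monitored 180 s, and the response to EC80 dopamine was then recorded.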
LDHA block – LDHA (human) enzyme inhibition; P00338; purified LDHA, NADH/diaphorase-resazurin fluorescence; hits give low values; activity change, % (values are at about 110 or 230 µM); 0.15% of 480,000 active; AID 1347041; in the data active = activity change below about -30%; inconclusive = mostly about -25% to -30%;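 also: plate controls were DMSO wells for no effect and wells without enzyme for full effect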
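Enzyme activity of human lactate dehydrogenase 5 (2 nM; 0.06 mM NADH, 0.2 mM pyruvate, 5 min, RT) is measured via a resazurin/diaphorase fluorescence readout of residual NADH.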
D2 PAM – positively modulates the human D2 dopamine receptor allosterically | 0.34% of 340,000 active | potentiation, % at 10 µM | HEK293 T-REx D2, calcium flux, EC20 dopamine potentiation | AID 485347;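 active = potentiation over 3 SD above the plate norm, cut at about 30% in these data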; also: 0% is about no effect
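Primary screen. Calcium kinetics in induced HEK293 T-REx D2 cells: compound pre-addition 180 s, EC20 dopamine, 180 s more.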
RXFP1 ag – agonists of human relaxin receptor RXFP1; HEK293T-RXFP1 cAMP TR-FRET, 30 min; response scale: percent of porcine relaxin response, buffer zero; Q9HBX9; Potency, µM (doses to about 57.5 µM), for the others: top-dose activation, hits mostly activators; 0.3% of 370,000 active; also: potency is read from the fitted curve at half-maximal effect; % is scaled to controls: 0 for no effect and ±100 for the full control effect; nearly all actives have a fitted effect of over 60% in size; many of its hits are not listed in these tables
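HEK293 cells stably expressing RXFP1, treated 30 min at 37C with compounds plus PDE4 inhibitor Ro 20174; cAMP measured by HTRF TR-FRET. Normalized to buffer and 29 nM porcine relaxin; EC50 by Hill fit.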
Vif-A3G inh – blocks the Vif interaction with human APOBEC3G; Q9HC16; HeLa A3G-eYFP + Vif (tagged APOBEC3G with the HIV-1 protein that degrades it), YFP fluorescence, overnight; Potency, µM (top dose mostly 46.1 µM), for the others: at the highest dose activity, negative = active, actives largely listed as inhibitors; 0.076% of 410,000 active; AID 602310;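 also: potency is read from the fitted curve at half-maximal effect; % is scaled to controls: 0 for no effect and ±100 for the full control effect; nearly all actives have a fitted effect of over 60% in size; hits raise eYFP signal because A3G escapes Vif-driven loss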
Target sequence (Q9HC16 whole entry, looked up): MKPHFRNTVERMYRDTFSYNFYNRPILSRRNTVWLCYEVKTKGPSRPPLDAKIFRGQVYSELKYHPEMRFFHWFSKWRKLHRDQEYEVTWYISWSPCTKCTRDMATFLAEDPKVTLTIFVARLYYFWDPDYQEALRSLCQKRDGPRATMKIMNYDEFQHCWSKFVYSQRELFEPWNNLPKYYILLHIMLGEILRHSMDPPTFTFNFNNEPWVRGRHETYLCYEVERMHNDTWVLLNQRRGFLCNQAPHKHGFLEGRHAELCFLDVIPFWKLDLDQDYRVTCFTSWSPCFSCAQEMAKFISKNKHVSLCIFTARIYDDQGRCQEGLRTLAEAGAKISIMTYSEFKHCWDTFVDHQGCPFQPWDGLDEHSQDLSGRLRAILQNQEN
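HeLa cells stably expressing Vif and C-terminally eYFP-tagged A3G, seeded overnight at 37 deg C, then exposed to compound by pintool overnight at 37 deg C. Rise in yellow fluorescence (Ex 488/Em 500-530, Acumen) marks blocked Vif-driven A3G degradation.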
Glioma ERSR ind – inducers of ER stress response in human glioma cells. U87-MG GRP78 promoter luciferase reporter, 16 h. Potency, µM, without a hit: at the highest dose activation, actives largely listed as activators. 0.02% of 420,000 active. AID 602332; also: potency is read from the fitted curve at half-maximal effect; series mostly up to about 76 µM; % of control where 0% means no effect; nearly all actives have a fitted effect of over 35% in size
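Stably transfected U87-MG human glioma cells carrying a GRP78-based luminescent sensor were seeded at 1000 cells/well, pin-dosed with compounds and incubated 16 h. Luciferase reagent was then added, and end-point luminescence was read after 10 min at room temperature.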
D1 PAM – enhances dopamine response at the human D1 receptor; HEK293 TREx D1 cells, calcium flux, dopamine EC20 potentiation; 0.036% of 360,000 active; P21728; potentiation, % at 10 µM; in the data active = potentiation above about 30%; also: 0% is about no effect
Vif-A3F inh – Vif-A3F binding inhibition; 0.2% of 390,000 active; HeLa A3F-eYFP + Vif (tagged APOBEC3F with the HIV-1 protein that degrades it), YFP fluorescence increase; Potency, µM (titrated, usually from 46.1 µM), for the others: at the top dose activity, negative = active; AID 602313; also: potency is read from the fitted curve at half-maximal effect; % of control where 0% means no effect; nearly all actives have a fitted effect of over 65% in size
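Fluorescence increase (Ex 488/Em 500-530) after overnight compound treatment at 37 deg C flags inhibition of Vif-driven A3F-eYFP loss in stable HeLa A3F-eYFP/Vif cells seeded overnight beforehand.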
* hit, by the source's call; ? = inconclusive; / = no result given; & = joins results of further samples; ! = a repeat was not active. Unless noted, calls follow the shape of the dose curve; as a rule, active = well fitted curve in the direction sought with a large enough effect; inconclusive = small, poorly fitted or top-dose-only effect, or another doubt; inactive = no such curve, though single readings can be large; an effect the other way counts as inactive or inconclusive. This is a subset; count on the stated rates, not on these rows.

SMILES	D1 ag	D1 antagonist	LDHA block	D2 PAM	RXFP1 ag	Vif-A3G inh	Glioma ERSR ind	D1 PAM	Vif-A3F inh
CC(C)Oc1ccc(Cn2c(-c3ccco3)n[nH]c2=S)cc1	5	-14	-10	8	2.4%	0%	0%	-2	-10%
COc1ccc(C(=O)NCc2ccccc2OC)cc1	0	-18	-1	10	1.6%	0%	-1%	-2	0%
O=C(CN1C(=O)COc2ccc(Cl)cc21)Nc1ccccn1	3	2	-9	2	1.1%	2%	-4%	-5	1%
COc1ccc(OC2C(=O)N(Cc3ccc(F)cc3)C2c2cc(OC)c(OC)c(OC)c2)cc1 (centres undefined)	8	-6	0	2	1.5%	1%	-5%	5	0%
CCN1C(=O)C(C(=O)c2ccccc2)SC1=S (centres undefined)	12	-14	3	2	-2.2%	-7%	3%	4	5%
COc1cccc(C(=O)N2CCC(C(=O)NCc3ccco3)CC2)c1	-4	-10	-4	-6	1.1%	-1%	-1%	-5	-34%
Cc1ccc(C)c(NC(=O)Cc2nc(CNCC(C)C)cs2)c1	3	7	-15	-14	2.5%	-1%	-2%	13	-28%
Cc1nnc(NC(=O)CSc2cn(Cc3ccccc3)c3ccccc23)s1	0	-1	-1	-6	-0.2%	5%	-3%	/	-9%
COc1cc(OC)cc(C(=O)N2CCN(c3ccccn3)CC2)c1	0	-1	-6	3	0.2%	-1%	1%	2	7%
CCOc1ccc(CCNC(=O)COC(=O)C2CCN(S(=O)(=O)c3ccc(C)c(C)c3)CC2)cc1OCC	7	-21	-8	-5	-0.2%	-1%	-4%	-2	-9%
Cc1cc(C(=O)NCCCn2ccnc2)sc1-c1ccccc1	1	-7	-5	-29	3.0%	-7%	-2%	-8	?
Cc1ccccc1Nc1ccc2nonc2c1[N+](=O)[O-]	0	-9	-15	-9	4.4%	2%	-2%	-2	-6%
Cc1cc(C)c(C(=O)CSc2nnc(-c3cccnc3)n2C)c(C)c1	2	-1	3	-4	0.9%	2%	-3%	2	-1%
COc1cc(OC)cc(C(=O)N2CCN(Cc3ccccc3C(F)(F)F)CC2)c1	5	4	-8	3	-0.2%	-1%	-3%	3	7%
COc1ccc(N2C=C3C(=O)C(C)(OC(=O)CCc4ccccc4)C(=O)C=C3C=C2c2ccc(C#N)cc2)cc1 (centres undefined)	4	-10	15	1	-0.3%	-1%	-3%	-3	2%
Nc1ccc(S(=O)(=O)NC2(C(F)(F)F)NC(=O)N(c3ccccc3Cl)C2=O)cc1 (centres undefined)	2	-2	1	7	0.6%	-4%	-1%	0	3%
NC(=O)[C@@H]1CCCN1Cc1c(C(=O)N2CCN(C3CCCCC3)CC2)nc2ccccn12	1	-3	-7	-2	6.4%	5%	-4%	3	-18%
CCCc1cc(C(=O)NNC(=S)NCC)c2ccccc2n1	3	-15	-6	-10	-0.8%	-3%	-3%	-10	-2%
COc1ccccc1-c1noc(-c2ccc(NC3CCCC3)c([N+](=O)[O-])c2)n1	1	-40*	-2	-4	-0.3%	1%	1%	-2	-12%
Cc1ccc(S(=O)(=O)NNC(=O)Nc2cccc(C)c2C)c(C)c1	1	-3	-1	2	2.2%	0%	-3%	14	0%
COc1ccc(CN(C)C[C@H]2OCc3cnnn3CCCC(=O)N([C@H](C)CO)C[C@@H]2C)cc1	/	/	-6	/	/	0%	-5%	/	-17%
CS(=O)(=O)N(CC(=O)N1CCOCC1)c1ccc2c(c1)OCO2	1	11	1	4	0.4%	0%	-3%	5	4%
O=C1c2ccccc2NC(c2ccc(O)cc2)N1c1ccccc1 (centres undefined)	0	-75*	-6	-3	-2.9%	0%	3%	2	-1%
COCCn1c(CCC(=O)Nc2cc(C)ccc2C)nc2cccnc21	6	-9	2	5	-0.3%	0%	-2%	-3	0%
N/C(=N\OC(=O)CCCOc1ccccc1)c1ccccn1	0	1	-5	-7	1.8%	-2%	1%	-3	16%
SMILES	D1 ag	D1 antagonist	LDHA block	D2 PAM	RXFP1 ag	Vif-A3G inh	Glioma ERSR ind	D1 PAM	Vif-A3F inh
Cn1cc(S(=O)(=O)N2CCCC2)cc1C(=O)NCc1ccc(F)cc1	2	7	-10	-4	2.7%	1%	-4%	-1	-4%
O=C(c1ccc(Cl)cc1)c1ccc(OCC(O)CN2CCCCC2)cc1 (centres undefined)	22	-14	-4	-4	-0.4%	-5%	-6%	-5	-3%
Brc1cccc(C2Nc3cccc4cccc(c34)N2)c1	3	-8	3	12	0.5%	-1%	-3%	2	-12%
COc1ccc(N2C(=O)NC(NS(=O)(=O)c3ccc(NC(C)=O)cc3)(C(F)(F)F)C2=O)cc1 (centres undefined)	-2&0	-51*!	-3&2	2&15	3.0%&0.5%	3%&5%	-4%&-5%	-9&-4	-3%&-2%
CCn1c(CSCc2ccccc2)n[nH]c1=S	1	/	-6	12	-0.7%	1%	-3%	-3	9%
Cc1c(/C=N\NC(=O)c2ccc(F)cc2)cnn1C	1	-22	-12	1	-0.4%	-7%	-2%	2	-1%
Cc1ccc(NC(=O)C2C(C(=O)O)C3C=CC2C32CC2)cc1 (centres undefined)	1	-7	-4	-5	0.7%	0%	4%	-7	-8%
CCOC(=O)CN(C(=O)Cn1nnc2ccccc21)C(C(=O)NCCOC)c1ccccc1 (centres undefined)	1	10	-1	-1	-0.6%	-7%	1%	0	5%
NC(=O)c1ccccc1NS(=O)(=O)Cc1ccccc1	1	12	-5	8	0.8%	1%	-1%	1	6%
Cn1cc(CN2CCCC(C(=O)Nc3ccc(-c4cccc(F)c4)cc3)C2)cn1 (centres undefined)	21	-29	-9	-4	4.1%	?	-3%	-4	5%
O=C(O)CCCCCNS(=O)(=O)/C=C/c1ccccc1	2	7	-5	2	2.9%	1%	1%	2	-10%
O=C(CCSc1nnc(-c2ccncc2)o1)Nc1ccccc1	11	-3	-9	-4	1.5%	0%	-1%	2	-9%
CN(CC(=O)NCCc1ccccc1)Cc1ccco1	1	4	0	-1	1.6%	0%	2%	-7	9%
Cc1cc(NC(=O)COc2ncnc3sc(C)c(C)c23)no1	2	8	-3	5	2.4%	-1%	-6%	-4	/
COc1ccc(C(=O)OC(C)CN2CCOCC2)cc1 (centres undefined)	2	-4	-3	4	4.8%	1%	4%	3	-7%
CCOc1cc(C(=O)OCC(=O)Nc2cc(C)on2)cc(OCC)c1OCC	2	2	-9	11	-1.0%	2%	-3%	-4	-5%
CCC(CC)C(=O)Nc1cccc(C(=O)NCCc2ccc(S(N)(=O)=O)cc2)c1	1	-3	-4	4	0.3%	-4%	-1%	9	2%
COc1ccc(C(=O)OC(C)C(=O)NC(C)CCc2ccccc2)cc1[N+](=O)[O-] (centres undefined)	5	3	-2	4	0.5%	-1%	-3%	-5	10%
CC(=O)c1ccc(NC(=O)C2CCN(S(=O)(=O)c3ccc4[nH]c5c(c4c3)CCCCC5)CC2)cc1	3	-24	2	-1	-2.8%	0%	-2%	-3	-8%
CCOC(=O)CNC(=O)CSc1nc(C)cc(C)c1C#N	3	-18	-2	7	-0.1%	0%	-3%	-5	-6%
CC(Nc1nc(N2CCOCC2)nc2ccccc12)c1ccccc1 (centres undefined)	0	-48*	-4	-9	3.2%	-7%	-4%	-10	-4%
CN(C)C(CNC(=O)c1cccs1)c1cccnc1 (centres undefined)	3	-13	2	-7	0.2%	1%	-5%	-5	0%

Of the compounds above, these contain a nitro group on carbon:
SMILES	D1 ag	D1 antagonist	LDHA block	D2 PAM	RXFP1 ag	Vif-A3G inh	Glioma ERSR ind	D1 PAM	Vif-A3F inh
Cc1ccccc1Nc1ccc2nonc2c1[N+](=O)[O-]	0	-9	-15	-9	4.4%	2%	-2%	-2	-6%
COc1ccccc1-c1noc(-c2ccc(NC3CCCC3)c([N+](=O)[O-])c2)n1	1	-40*	-2	-4	-0.3%	1%	1%	-2	-12%
COc1ccc(C(=O)OC(C)C(=O)NC(C)CCc2ccccc2)cc1[N+](=O)[O-] (centres undefined)	5	3	-2	4	0.5%	-1%	-3%	-5	10%

Look-ups from the results shown.
Value of O=C1c2ccccc2NC(c2ccc(O)cc2)N1c1ccccc1 (centres undefined) under D1 antagonist: -75*
Value of Cc1nnc(NC(=O)CSc2cn(Cc3ccccc3)c3ccccc23)s1 under RXFP1 ag: -0.2%
Value of COc1ccc(N2C(=O)NC(NS(=O)(=O)c3ccc(NC(C)=O)cc3)(C(F)(F)F)C2=O)cc1 (centres undefined) under D1 antagonist: -51*!
Value of CN(C)C(CNC(=O)c1cccs1)c1cccnc1 (centres undefined) under D2 PAM: -7
Value of CCOc1ccc(CCNC(=O)COC(=O)C2CCN(S(=O)(=O)c3ccc(C)c(C)c3)CC2)cc1OCC under RXFP1 ag: -0.2%
Value of CCCc1cc(C(=O)NNC(=S)NCC)c2ccccc2n1 under Vif-A3F inh: -2%

Among those listed so far, these contain a Cl atom:
SMILES	D1 ag	D1 antagonist	LDHA block	D2 PAM	RXFP1 ag	Vif-A3G inh	Glioma ERSR ind	D1 PAM	Vif-A3F inh
O=C(CN1C(=O)COc2ccc(Cl)cc21)Nc1ccccn1	3	2	-9	2	1.1%	2%	-4%	-5	1%
Nc1ccc(S(=O)(=O)NC2(C(F)(F)F)NC(=O)N(c3ccccc3Cl)C2=O)cc1 (centres undefined)	2	-2	1	7	0.6%	-4%	-1%	0	3%
O=C(c1ccc(Cl)cc1)c1ccc(OCC(O)CN2CCCCC2)cc1 (centres undefined)	22	-14	-4	-4	-0.4%	-5%	-6%	-5	-3%
